Assay outcomes (PubChem BioAssay)
PHOSPHO1 inh = inhibitors of human PHOSPHO1 phosphatase; AID 1565; recombinant PHOSPHO1, absorbance phosphatase assay; inhibition, % at 13.3 µM; actives 1.1% (n = 290,000); Q8TCT1; in the data active = inhibition above about 60%
Target sequence (Q8TCT1 whole entry, looked up): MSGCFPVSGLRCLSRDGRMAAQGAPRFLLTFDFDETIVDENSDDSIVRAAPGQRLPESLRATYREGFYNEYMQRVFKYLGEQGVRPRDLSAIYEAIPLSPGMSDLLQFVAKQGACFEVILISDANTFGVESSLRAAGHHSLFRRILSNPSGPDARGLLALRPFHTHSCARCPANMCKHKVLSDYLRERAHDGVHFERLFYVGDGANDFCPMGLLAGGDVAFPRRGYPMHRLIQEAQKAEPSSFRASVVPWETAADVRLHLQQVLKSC
VIM-2 inhibitor = inhibitors of Pseudomonas aeruginosa VIM-2 metallo-beta-lactamase | purified VIM-2, nitrocefin hydrolysis, epi-absorbance fluorescence | inhibition, % at 5.6 µM | actives 0.89% (n = 290,000) | AID 1527;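 active = inhibition above the mean of all tested compounds plus 3 SD, cutoff set per screening run, cut at about 7.5% in these data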;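 note: red hydrolysis product quenches plate fluorescence so inhibitors raise well fluorescence; 0% = enzyme with DMSO and 100% = DMSO without enzyme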
p-CIP stab down = p/CIP protein destabilization | Q05BA5 | F442A p/CIP-EGFP cells, EGFP fluorescence, 16 h | decrease of EGFP signal, % at 10 µM | actives 0.01% (n = 290,000) | AID 1984;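 active = EGFP signal decrease of at least 30% at 10 µM or well 3 SD below plate mean, unless failing retest; inactive = the rest, including hits failing retest or dose response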; note: some compounds called inactive have numbers as strong as hits; many of its hits are not listed in these tables
IDE act = boosts human insulin-degrading enzyme activity in HEK cells. P14735. FAbeta-B cleavage, fluorescence polarization; 0% vehicle, 100% cell-free pure enzyme wells. activation, % at 5.96 µM. actives 0.073% (n = 340,000);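 active = activation above the mean of all tested compounds plus 3 SD, set per screening campaign, cut at about 17% in these data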
IMP-1 inh = inhibitors of Pseudomonas aeruginosa IMP-1 metallo-beta-lactamase | purified IMP-1, nitrocefin hydrolysis, epi-absorbance fluorescence | AID 1556 | actives 0.45% (n = 290,000) | inhibition, % at 5.6 µM;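 active = inhibition above the mean plus 3 SD of all compounds in the same screening run, cut at about 4.5% in these data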;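 note: 0% = IMP-1 with DMSO and 100% = DMSO wells lacking enzyme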
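Material – recombinant IMP-1 enzyme, purified · Amount – IMP-1 0.2 nM before substrate addition · Medium – HEPES buffer pH 7.1 with ZnSO4 and Brij 35 · Timing – 25 °C, 15 min preincubation, 25 min reaction · Measured by – plate fluorescence quenching by hydrolysis product, ex 480/em 530 nm · Read-out – percent enzyme inhibition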
PfM18AAP inh = PfM18AAP enzyme inhibition. recombinant PfM18AAP, H-Glu-NHMec fluorogenic cleavage. inhibition, % at 7.35 µM. actives 1.2% (n = 290,000). AID 1822;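 active = inhibition above the campaign mean inhibition over all tested compounds plus 3 SD, cut at about 28% in these data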;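 note: 0% = plate median of test compound wells and 100% = 2 mM ZnCl2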
NALP1 yeast inh = blocks the NALP1 inflammasome reconstituted in yeast | S. cerevisiae NALP1/ASC/caspase-1 growth, X-gal OD620, 72 h | inhibition, % at 10 µM | actives 0.61% (n = 280,000); in the data active = inhibition mostly above about 24%, no sharp cut-off; inactive = mostly below about 32%; note: some compounds called inactive have numbers as strong as hits
IDE inh = inhibitors of human insulin-degrading enzyme in cells. HEK cells, FAbetaB cleavage, fluorescence polarization. inhibition, % at 5.59 µM. actives 0.41% (n = 320,000). AID 434962;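 active = percent inhibition above the average of all tested compounds plus 3 SD, set per screening campaign, cut at about 16% in these data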;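 note: IDE supplied by intact live HEK cells; FP after avidin binding of uncleaved biotin substrate so inhibition keeps polarization high; 0% = DMSO wells and 100% = 60 µM reference IDE inhibitor Ii1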
GPR7 antag = blocks human GPR7 receptor signaling. P48145. GPR7-expressing cells, fluorescence antagonist assay. inhibition, % at 4.4 µM. actives 1.1% (n = 290,000); in the data active = inhibition above about 16%, passing the limit was not always enough;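 note: cells stimulated with the agonist NPW; 0% = agonist with vehicle and 100% = vehicle without agonist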
Target sequence (P48145 whole entry, looked up): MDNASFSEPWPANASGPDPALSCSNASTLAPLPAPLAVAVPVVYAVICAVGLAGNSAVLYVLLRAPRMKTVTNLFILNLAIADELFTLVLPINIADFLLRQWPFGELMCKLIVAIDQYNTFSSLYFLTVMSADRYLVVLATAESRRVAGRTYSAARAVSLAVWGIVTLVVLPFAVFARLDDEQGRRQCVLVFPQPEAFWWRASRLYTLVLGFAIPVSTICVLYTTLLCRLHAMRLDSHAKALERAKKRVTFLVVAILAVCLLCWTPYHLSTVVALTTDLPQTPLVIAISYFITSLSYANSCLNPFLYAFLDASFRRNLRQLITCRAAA
The depositor's hits bear a star; / = no result given.

SMILES	PHOSPHO1 inh	VIM-2 inhibitor	p-CIP stab down	IDE act	IMP-1 inh	PfM18AAP inh	NALP1 yeast inh	IDE inh	GPR7 antag
O=C(CN1CCN(Cc2ccccc2)CC1)c1ccc(Br)cc1	-9	-0.1	-21	1	2.5	-6	19	/	-8
Cc1cc(NC(=O)c2ccc(Cl)c([N+](=O)[O-])c2)no1	42	-2.5	3	/	-1.4	0	-4	3	-12
CCOC(=O)N1CCC(n2c(=S)[nH]c3cc(OC)c(OC)cc3c2=O)CC1	16	-1.8	-13	-3	-1.8	-2	/	-3	-6
N/C(CSc1ncccc1C(F)(F)F)=N\O	36	-2.8	4	5	-3.8	-2	3	-1	-12
CC(C)(C)c1ccc(CNc2cc(N3CCOCC3)ccc2[N+](=O)[O-])cc1	18	-0.1	-11	1	-1.1	-16	15	-1	16
CCCCNC(=O)C1Cc2cc(S(=O)(=O)N3CCCCC3)ccc2N1C(C)=O (centres undefined)	6	-4.5	1	1	-2.3	-6	-9	3	-1
COc1ccc(NC(=S)Nc2ccc3cn[nH]c3c2)cc1	19	0.6	6	6	-2.1	9	13	7	-4
Cc1ccc(N2C(=O)C3C4C=CC(CC4)C3C2=O)cc1[N+](=O)[O-] (centres undefined)	19	-3.1	-2	-1	-2.5	3	-3	3	-6
CC(CCc1ccc(O)cc1)N1CCC(Oc2ccc(C(=O)N3CCCC3)cc2)CC1 (centres undefined)	3	-0.6	1	1	-2.0	0	-3	/	-2
Nc1ccccc1OCCOCCOCCOc1ccccc1N	-16	0.2	11	-4	-4.9	5	5	-3	-11
Nc1cc(OC(=O)c2ccc(F)cc2)nn1S(=O)(=O)c1ccc(F)cc1	-16	-3.1	2	5	-3.6	-9	3	4	14
CC(NS(=O)(=O)c1ccc(OCC(=O)NCc2cccnc2)cc1)c1ccccc1 (centres undefined)	32	-2.4	1	4	-2.7	2	7	1	-12
COCCCn1c(=O)/c(=C\c2ccc(OC(F)F)c(OC)c2)s/c1=C(/C#N)C(N)=O	25	-1.1	-7	16	-2.3	1	/	-2	-15
C=CCNC(=S)N1CCN(CCN=CC2=C(O)CC(c3ccco3)CC2=O)CC1 (centres undefined)	22	0.1	-3	3	-4.6	-1	5	3	-6
O=C(NCc1ccccc1)NC(=O)c1ccccc1	-1	-0.4	-3	5	-1.5	1	1	-1	12
COc1ccc(S(=O)(=O)N2CN3CCN(C3)C2)cc1OC	-7	-3.1	6	3	-4.6	-3	12	8	-8
O=C(OCc1c(Cl)cccc1Cl)c1cccnc1	-22	-0.8	2	3	-2.7	-7	3	1	-8
Cc1cccc(-c2nsc(SCC(=O)Nc3ccc4c(c3)OCO4)n2)c1	-15	1.7	0	5	-0.8	10	24	11	-1
COc1cccc(/C=C/C(=O)OC(C)C(=O)Nc2c(C)n(C)n(-c3ccccc3)c2=O)c1 (centres undefined)	19	1.2	-2	5	2.1	24	7	2	5
COc1ccc(C(C(=O)NC2CCCC2)N(Cc2ccccc2)C(=O)CNC(=O)c2ccco2)cc1 (centres undefined)	-34	-5.2	-15	2	-0.1	-2	-5	4	0
S=C1NC[C@H](c2ccccc2)N1CC1CCCCC1	-24	-4.0	-10	-2	-3.1	-3	4	-2	-9
COC(=O)c1ccccc1NC(=O)CN1CCC(n2nnc3cc(C(F)(F)F)ccc32)CC1	19	1.4	-3	6	-1.6	-2	44	3	-5
Cc1cccc(NC(=O)c2cc(-c3cccnc3)nc3c(C)cccc23)n1	-21	-1.9	-5	10	0.4	-1	14	-5	6
Cc1nc(C)c(-c2csc(Nc3ccc(S(N)(=O)=O)cc3)n2)s1	24	-0.3	0	-9	-1.6	4	2	/	-17
O=C(CSc1nnnn1-c1ccc2c(c1)OCCO2)N1CCc2ccccc21	-3	-2.2	-4	-2	-3.1	-4	8	-1	-4

Overlap with the part before: 4 entries, then new ones.
SMILES	PHOSPHO1 inh	VIM-2 inhibitor	p-CIP stab down	IDE act	IMP-1 inh	PfM18AAP inh	NALP1 yeast inh	IDE inh	GPR7 antag
COC(=O)c1ccccc1NC(=O)CN1CCC(n2nnc3cc(C(F)(F)F)ccc32)CC1	19	1.4	-3	6	-1.6	-2	44	3	-5
Cc1cccc(NC(=O)c2cc(-c3cccnc3)nc3c(C)cccc23)n1	-21	-1.9	-5	10	0.4	-1	14	-5	6
Cc1nc(C)c(-c2csc(Nc3ccc(S(N)(=O)=O)cc3)n2)s1	24	-0.3	0	-9	-1.6	4	2	/	-17
O=C(CSc1nnnn1-c1ccc2c(c1)OCCO2)N1CCc2ccccc21	-3	-2.2	-4	-2	-3.1	-4	8	-1	-4
COc1cccc(N2CCN(C(=S)Nc3cccc(C)c3)CC2)c1	4	-2.2	-4	7	-1.7	-6	-11	2	-4
Brc1cnc2nc(SCc3nc4ccccc4[nH]3)[nH]c2c1	38	-1.5	-3	/	-4.2	2	/	3	-29
CC(C)NS(=O)(=O)c1ccc(CCC(=O)N2CCOCC2)cc1	-7	0.2	-20	1	-3.6	-1	6	5	2
O=c1c2cc(Br)ccc2[nH]c(=S)n1Cc1cccnc1	-62	-0.5	1	-6	-2.0	6	6	0	14
Cc1ccccc1NC(=S)NCCC(c1ccccc1)c1ccccc1	23	-2.8	-5	2	-3.7	-13	-3	7	-2
Cc1ccc(Cn2c(SCC(=O)N/N=C/c3ccc(C)o3)nc3ccccc32)cc1	91*	-4.3	-8	-2	-1.9	14	7	-1	-8
Cc1oc2ccc(NS(=O)(=O)c3ccc(F)cc3)cc2c1C(=O)O	26	-3.0	-10	-1	-3.7	0	5	2	-8
O=C1CSC(=S)N1c1ccc(F)cc1	16	-0.3	-16	/	0.0	-7	12	6	0
CCOC(=O)C1(CCCc2ccccc2)CCN(C(=O)[C@@H]2C[C@@H](C)NC(=S)N2)CC1	11	0.7	-7	8	-0.7	0	9	1	18
COC(=O)Cn1c(=NC(=O)c2ccc(S(=O)(=O)N3CCc4ccccc4C3)cc2)sc2cc(OC)ccc21	11	-2.8	-2	1	-0.8	-2	25	-1	-7
COc1ccc(CNC(=O)[C@H](C)NC(=O)C2CCN(S(=O)(=O)c3ccc(C)cc3)CC2)cc1	10	-1.1	-12	1	-2.7	0	5	-3	-8
Cc1[nH][nH]c(=O)c1C(c1ccc(-c2ccc(Cl)cc2Cl)o1)c1c(C)[nH][nH]c1=O	64*	-0.9	-16	/	-1.7	2	-8	/	-6
O=C(Cc1cccs1)Nc1cccnc1	7	-0.8	-2	1	-2.7	6	6	0	-19
COc1cccc(C2/C(=C(/O)c3cnn(-c4ccccc4)c3C)C(=O)C(=O)N2CCN(C)C)c1 (centres undefined)	-11	-1.8	0	0	-3.4	-1	7	-15	-3
COC(=O)c1nn(-c2ccccc2)c(=O)cc1O	0	1.1	3	-2	-0.7	-3	18	0	2
O=C(N1CCN(c2ccccc2)CC1)C12CC3CC(CC(C3)C1)C2	13	-1.0	-6	2	0.3	-1	22	10	10
C/C(=N\NC(=O)c1cc(C)nc2ccc(C)cc12)c1ccncc1	52	-3.4	-1	4	-3.3	3	0	/	-5
O=C(Nc1ccc(F)c(Cl)c1)C1CC(=O)N(Cc2ccccc2)C1 (centres undefined)	20	-2.8	-2	-3	-2.7	8	-4	-3	6
CC(=O)c1ccc(NC(=O)C[n+]2ccccc2)cc1	/	-3.2	-11	-1	-2.9	-13	9	1	-11
CN(C1CCCCC1)S(=O)(=O)Cc1ccccc1	-39	-1.7	-5	0	1.5	-5	-8	-5	4
CCN(CC)S(=O)(=O)c1cc(C(=O)OCC(=O)c2ccc3c(c2)NC(=O)CO3)ccc1Cl	5	-2.6	-3	4	-0.8	6	/	-1	2
Cc1ccc2c(C)c(C(=O)Nc3ccc(S(=O)(=O)Nc4onc(C)c4C)cc3)oc2c1	36	-3.5	-18	3	-1.5	6	12	5	-21
Cn1c(=O)n(CCCOc2ccc(Br)cc2)c2ccccc21	-9	-1.6	-3	5	-1.6	-17	/	6	2
CCOC(=O)CSc1cc(C)nc(NC(C)=O)n1	-2	-0.9	-7	3	-2.2	10	0	8	-10
O=C1OC(Cc2ccccn2)C(O)=C1C1=NCCCN1 (centres undefined)	-2	-2.8	14	0	-3.5	0	23	-1	-10

Next records follow:
SMILES	PHOSPHO1 inh	VIM-2 inhibitor	p-CIP stab down	IDE act	IMP-1 inh	PfM18AAP inh	NALP1 yeast inh	IDE inh	GPR7 antag
Cc1ccc(S(=O)(=O)Nc2ccc(Cl)cc2C(=O)c2ccccc2)cc1	-48	-1.3	-19	6	-4.4	0	27	-3	-14
O=C(/C(Cl)=C/Nc1ccc(Br)cn1)C(F)(F)F	21	-1.6	-22	-1	-2.2	-8	0	0	-10
O=C(CCN1CCOCC1)NCC1COc2ccccc2O1 (centres undefined)	8	-5.5	-1	5	-4.3	-11	-5	-6	-3
CC1=C([N+](=O)[O-])C(c2ccc(O)c(O)c2)NC(=O)N1 (centres undefined)	26	-1.3	-11	-3	-4.2	84*	6	0	-14
CCOC(=O)CC(=O)CSc1n[nH]c(=O)[nH]c1=O	24	-2.1	0	3	-2.6	-7	13	-6	1
Cc1nc(OCc2c(C)noc2C)c2ccccc2n1	21	-1.1	-26	3	-1.9	-10	17	1	-9
CC(=O)c1cccc(NC(=O)Nc2ccccc2)c1	37	-0.2	-6	6	-0.5	-8	19	1	20
CN(C)CCNC(=S)NC1CCCCC1	31	-3.0	-11	10	-2.6	-8	-11	-2	-6
CCCC(=O)Nc1c(C)nn(C(=O)CCC)c1C	21	0.7	12	4	0.1	5	0	-3	17
C=CCSc1nnc(NC(=O)Cn2cnc3c2c(=O)n(C)c(=O)n3C)s1	8	-4.0	-2	2	-3.6	-1	-6	2	-8

Results in IDE act and IDE inh, for some of the entries so far:
mol	IDE act	IDE inh
O=C(/C(Cl)=C/Nc1ccc(Br)cn1)C(F)(F)F	-1	0
O=C(CCN1CCOCC1)NCC1COc2ccccc2O1 (centres undefined)	5	-6
CC1=C([N+](=O)[O-])C(c2ccc(O)c(O)c2)NC(=O)N1 (centres undefined)	-3	0
